MPTP inh – blocks calcium-induced mitochondrial swelling. 360,000 compounds, 1.4% hits. isolated mouse mitochondria, Ca2+ swelling absorbance, 30 min. AID 602449. inhibition, % at 10 µM;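 active = inhibition of 50% or more, scaled per plate between neutral and stimulator controls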;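 note: 0% = DMSO wells given calcium and 100% = 1 mM EGTA wells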
NR3A LBD binder – modulates the human NR3A ligand-binding domain | NR3A LBD differential scanning fluorimetry, Tm shift; 0% = protein alone, 100% = glycine-bound protein | Tm shift relative to glycine control, % at 25 µM | 340,000 compounds, 2.5% hits | AID 1259313;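 active = melting temperature shift of at least 10% of the positive control shift, at one fixed dose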
ATG4B inhibitor – blocks human ATG4B protease cleavage of LC3 substrate; Q9Y4P1; ATG4B cleavage of LC3-PLA2, NBD-HPC fluorescence, 1 h; inhibition, % at 8.33 µM; 340,000 compounds, 0.51% hits; AID 504462; in the data active = inhibition above about 40%
Target sequence (Q9Y4P1 whole entry, looked up): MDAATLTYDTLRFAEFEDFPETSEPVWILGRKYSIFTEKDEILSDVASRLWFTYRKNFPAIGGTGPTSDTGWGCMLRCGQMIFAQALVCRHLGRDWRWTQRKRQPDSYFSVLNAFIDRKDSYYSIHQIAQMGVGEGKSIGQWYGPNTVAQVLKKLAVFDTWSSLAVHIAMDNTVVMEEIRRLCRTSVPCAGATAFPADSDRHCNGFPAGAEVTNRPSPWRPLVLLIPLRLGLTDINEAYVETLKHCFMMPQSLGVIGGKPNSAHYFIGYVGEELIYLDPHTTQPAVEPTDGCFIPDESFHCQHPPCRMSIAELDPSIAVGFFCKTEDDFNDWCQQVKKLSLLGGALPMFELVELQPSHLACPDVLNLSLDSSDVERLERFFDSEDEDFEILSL
PfG6PD inh – PfG6PD (Plasmodium falciparum) enzyme inhibition | PfGluPho enzyme, NADPH resazurin-diaphorase fluorescence | inhibition, % at 20 µM | 350,000 compounds, 0.78% hits;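 active = inhibition reaching at least a set limit at 20 µM in the primary screen, cut at about 59% in these data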;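 note: 0% = DMSO wells with substrate and 100% = DMSO wells lacking glucose-6-phosphate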
SENP8 block – SENP8 (human) protease inhibition. Q96LD8. recombinant SENP8, Nedd8 substrate fluorescence. inhibition, % at 20 µM. 360,000 compounds, 0.64% hits. AID 602440; in the data active = inhibition mostly above about 40%, no sharp cut-off; inactive = mostly below about 27%
SENP1 FRET inh – inhibitors of human SENP1 SUMO protease catalytic domain | Q9P0U3 | inhibition, % at 10 µM | AID 624204 | recombinant SENP1 catalytic domain, CyPet-SUMO1-YPet FRET cleavage | 360,000 compounds, 0.21% hits;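 active = inhibition at least 30% at 10 µM, raw YFP signal under a set limit, fluorescence ratio 0.5 to 1.5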;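 note: 0% = enzyme with DMSO and 100% = no enzyme wells; some results filed as inactive read as strong as hits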
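Test system: human SENP1 catalytic domain; medium: Tris pH 8 buffer plus EDTA, NaCl, BME, BSA, NP40, catalase; incubation: 50 min reaction at room temperature; technique: FRET, CFP and YFP emission; controls: no-enzyme low control and enzyme-plus-DMSO high control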
hIAP act – increases human intestinal alkaline phosphatase activity; P09923; purified human IAP, CDP-Star luminescence, 30 min; active compounds read high; 1 = vehicle-only enzyme, 0 = enzyme-free background; activation factor at 10 µM; 330,000 compounds, 0.16% hits;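 active = activation factor of the enzyme at least 2-fold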; note: the source names both 10 and 20 µM as test concentration; values of inactives mirror those of a sister screen read the other way
Target sequence (P09923 whole entry, looked up): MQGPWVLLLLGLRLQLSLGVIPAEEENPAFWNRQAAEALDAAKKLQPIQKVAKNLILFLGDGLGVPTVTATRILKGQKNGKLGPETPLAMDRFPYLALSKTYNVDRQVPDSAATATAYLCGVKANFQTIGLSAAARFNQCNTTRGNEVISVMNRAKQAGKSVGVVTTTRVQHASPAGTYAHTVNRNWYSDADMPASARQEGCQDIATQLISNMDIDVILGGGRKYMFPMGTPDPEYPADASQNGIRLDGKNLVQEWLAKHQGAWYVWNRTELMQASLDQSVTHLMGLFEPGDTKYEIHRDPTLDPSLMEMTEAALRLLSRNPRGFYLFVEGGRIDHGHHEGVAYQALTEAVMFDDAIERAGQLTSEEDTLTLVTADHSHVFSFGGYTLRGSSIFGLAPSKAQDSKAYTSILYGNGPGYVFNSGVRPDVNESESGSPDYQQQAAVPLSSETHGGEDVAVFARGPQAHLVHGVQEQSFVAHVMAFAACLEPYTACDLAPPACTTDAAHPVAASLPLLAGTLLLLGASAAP
SENP6 block – inhibitors of human SENP6 protease. Recombinant SENP6 catalytic domain, aminoluciferin luminescence. inhibition, % at 10 µM. Q9GZR1. 330,000 compounds, 1.8% hits. AID 2599;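 active = inhibition above about 50% at the single tested dose, limit read from the data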;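 note: plate controls were DMSO wells with enzyme for no effect and DMSO wells lacking enzyme for full effect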
* = called active by the depositor; . = not tested or not shown.

SMILES	MPTP inh	NR3A LBD binder	ATG4B inhibitor	PfG6PD inh	SENP8 block	SENP1 FRET inh	hIAP act	SENP6 block
COc1ccc(C(=O)Nc2ccc3ncccc3c2)cc1	-0.4	-15	-6	15	0	1	1.2	81*
CCOc1ccccc1C(=O)Nc1ccc(S(=O)(=O)Nc2nccc(C)n2)cc1	-0.2	-1	-7	73*	3	-15	1	1
O=[N+]([O-])c1cc(C(F)(F)F)cc([N+](=O)[O-])c1NCCNC(=S)Nc1ccc(Cl)c(Cl)c1	76*	26*	0	19	32	3	0.99	-8
CCOC(=O)C1C(=O)CC(C)(O)C(C(=O)OCC)C1c1ccc(Br)cc1 (configuration not stated)	-4.4	2	-8	-6	21	3	0.87	9
CCN(CC)C1Oc2cc3c(cc2C(c2cc(OC)c(OC)c(OC)c2)C1C)OCO3 (configuration not stated)	3.8	2	3	-5	1	4	.	.
CC(C)C1=NN(C(=O)c2cccnc2)C(O)(C(F)(F)F)C1 (configuration not stated)	2.0	-2	-2	8	12	1	0.9	-4
CC1C(=O)Nc2ccc(S(=O)(=O)N3CCN(c4cccc(C(F)(F)F)c4)CC3)cc2NC1=O (configuration not stated)	-0.4	10	-9	-1	7	-1	0.97	1
O=C(NCC1COc2ccccc2O1)Nc1ccccc1F (configuration not stated)	3.6	-3	-8	1	4	-1	1.1	0
Cc1ccc(OCC(=O)N2CCN(C(=O)CCC3CCCC3)CC2)cc1	-2.4	7	2	-9	11	2	0.86	-12
CN1CCN(C/C(=C2/N=C(c3ccccc3)OC2=O)N(C)C)CC1	2.4	1	7	-8	-1	1	0.97	-1
O=C(NCCc1nnc2ccccn12)c1cccs1	-0.7	-1	1	-6	6	1	1.2	16
COc1ccc(OC)c(C(=O)NC(CC(N)=O)c2ccc(N3CCN(c4ccccn4)CC3)c([N+](=O)[O-])c2)c1 (configuration not stated)	-2.3	0	-3	-6	4	4	0.93	-16
COc1ccc(CC(=O)NCC(=O)N/N=C/c2ccco2)cc1	-0.5	-1	9	11	13	1	.	.
CN(C)S(=O)(=O)c1ccc(SCC(=O)N2CC(=O)Nc3ccccc32)nc1	-2.1	1	2	24	-12	-22	1	17
O=C1NC(=S)N(C(=O)c2ccc(F)cc2)/C1=C/c1cccnc1	3.2	-15	-2	-4	-36	4	0.9	-8
CCc1ccc2c(c1)C(=O)CCC2	-0.1	2	1	7	-14	1	.	.
CN(Cc1ccno1)Cc1cn(C)nc1-c1ccc(Oc2ccccc2)cc1	6.9	-2	-5	2	9	-1	1.1	3
O=C(Nc1ccc2c(c1)OCCO2)c1cnccn1	-1.1	2	2	-18	2	0	0.9	24
COCCN1Cc2cccc(C(=O)Nc3cc(OC)ccc3OC)c2C1=O	-0.3	3	-14	1	17	-9	0.97	-3
COc1cc2c(cc1NC(=O)C(Cl)Cl)-c1ccc(NC(=O)C(Cl)Cl)cc1C2	3.6	8	-8	36	-35	-14	.	.
Cc1ccc(CN2CCNC(=O)C2CC(=O)NC2CCCCCC2)o1 (configuration not stated)	1.8	-3	-5	10	-4	-14	1	3
COc1ccc(O)c(C(=O)c2cnn(S(=O)(=O)c3ccc(C)cc3)c2)c1	1.1	1	0	-5	-74	-4	1	-15
CCOC(=O)C1CCN(Cc2cccc(Oc3ccccc3)c2)CC1	-0.5	-3	3	0	13	0	0.69	7
CCc1ccccc1N1C(=O)CC(N2CCc3ccccc32)C1=O (configuration not stated)	0.9	-5	10	-9	10	-2	0.97	-12
C#CCn1cc2c(c1-c1ccccc1)c(=O)n(C)c(=O)n2C	0.9	.	.	-33	-408	-1	.	.

Some of these compounds in order of their number in PfG6PD inh, falling.
| SMILES | PfG6PD inh |
| --- | --- |
| COc1ccc(CC(=O)NCC(=O)N/N=C/c2ccco2)cc1 | 11 |
| CN(Cc1ccno1)Cc1cn(C)nc1-c1ccc(Oc2ccccc2)cc1 | 2 |
| C#CCn1cc2c(c1-c1ccccc1)c(=O)n(C)c(=O)n2C | -33 |

Single records (already shown):
`CCc1ccc2c(c1)C(=O)CCC2` is listed as MPTP inh: -0.1; NR3A LBD binder: 2; ATG4B inhibitor: 1; PfG6PD inh: 7; SENP8 block: -14; SENP1 FRET inh: 1; hIAP act: .; SENP6 block: .
`COc1ccc(C(=O)Nc2ccc3ncccc3c2)cc1` is listed as MPTP inh: -0.4; NR3A LBD binder: -15; ATG4B inhibitor: -6; PfG6PD inh: 15; SENP8 block: 0; SENP1 FRET inh: 1; hIAP act: 1.2; SENP6 block: 81*
`Cc1ccc(OCC(=O)N2CCN(C(=O)CCC3CCCC3)CC2)cc1` is listed as MPTP inh: -2.4; NR3A LBD binder: 7; ATG4B inhibitor: 2; PfG6PD inh: -9; SENP8 block: 11; SENP1 FRET inh: 2; hIAP act: 0.86; SENP6 block: -12

The list goes on.
SMILES	MPTP inh	NR3A LBD binder	ATG4B inhibitor	PfG6PD inh	SENP8 block	SENP1 FRET inh	hIAP act	SENP6 block
Cc1ccc(NC(=O)Nc2cccs2)cc1	-5.8	11*	7	43	4	3	0.9	64*
CCOC(=O)c1c(-c2ccco2)csc1NC(=O)COC(=O)c1cnccn1	0.6	2	-3	17	1	2	1	-7
COc1ccc(-c2nnc(OC)c3ccccc23)cc1	-0.3	0	-7	10	23	0	1.1	7
COc1cccc(NC(=O)Cn2c(=O)n(CC3CCCO3)c(=O)c3ccccc32)c1 (configuration not stated)	-1.6	6	-18	-3	12	1	0.98	5
CCN(CC)S(=O)(=O)c1cccc(C(=O)N2CC(O)CC2C(=O)OC)c1 (configuration not stated)	3.1	2	-6	-12	12	1	1.1	9
CCOc1ccc(Nc2oc(Cc3ccccc3)nc2C#N)cc1	1.5	-7	-3	11	18	1	1	1
Cc1ccc(-c2nnc(SCC(=O)N3c4ccccc4NC(=O)C3(C)C)n2N)cc1	1.5	-1	2	16	12	2	1.1	6
CCN1CCN(C(=O)c2cc3cc4ccc(OC)cc4nc3s2)CC1	-1.9	-2	-8	-3	-307	-3	0.89	-23
Cc1cc(=O)[nH]c(N/N=C/c2ccc(-c3ccc([N+](=O)[O-])cc3)o2)n1	0.0	-2	-2	-2	0	29	1	-16
Cn1c(SCC(=O)N2CCOCC2)nnc1-c1ccco1	-1.3	-1	4	-1	8	0	1.1	-8
CCCCN1CCN=C1N(C)C	-1.3	1	-7	-14	8	-1	0.92	-2
Cc1cc(S(=O)(=O)N2CCCCC2CCNC(=O)C(=O)NCC2CCCO2)ccc1F (configuration not stated)	-0.3	1	-6	-1	11	2	1.1	-14
O=c1oc(CCCO)cc2ccc(/C=C/c3cccc([N+](=O)[O-])c3)cc12	0.9	-2	-19	5	-24	-4	1	21
O=C(NC1CC1)c1cccc2c1C(=O)c1ccc(N3CCC(Cc4ccccc4)CC3)cc1S2(=O)=O	0.7	-2	-5	12	9	-23	1	2
O=C(Nc1nc(-c2ccc3c(c2)Cc2ccccc2-3)cs1)c1ccccc1	3.4	-6	-5	-1	-194	0	0.95	-17
Cc1ccccc1C1c2[nH]c3ccccc3c2CCN1C(=O)c1ccc(=O)n(C)n1 (configuration not stated)	1.0	-19	39	-22	6	-7	0.84	4
CNC(=O)C(=O)Nc1cc2c3c(c1)CCN3C(=O)CC2	-2.0	5	-17	5	0	1	0.99	15
CC1CCN(C(=O)CNC(=O)Cc2ccccc2)CC1	-0.7	0	4	-12	6	3	1.1	-6
O=C(CSc1nnc(CNC(=O)c2ccccc2F)o1)NCc1ccco1	0.7	-2	-6	6	3	1	1	3
Cc1ccc(OCCSc2nc(N)cc(N)n2)cc1	0.8	0	-16	16	-44	-17	1	13
CCOc1ccc(C2Sc3ccccc3NC3=C2C(=O)OC3)cc1 (configuration not stated)	-1.6	-12	-18	13	29	1	0.96	0
O=C1CCC(CCC(=O)N2CCCC(C(=O)c3ccc(Cl)cc3)C2)=NN1 (configuration not stated)	0.9	-7	-4	-1	17	1	0.89	-14
CC(C)C[C@H](NC(=O)OC(C)(C)C)C(=O)NCC1CCC(C(=O)N[C@@H](Cc2ccccc2)C(=O)O)CC1 (some centres not stated)	-0.4	0	-5	-10	19	2	1	17
Cn1cccc1Cc1nnc(SCC(=O)NCc2ccc(F)cc2)n1-c1ccc(F)cc1	-3.2	-1	4	4	-23	-5	0.9	-13
COc1ccc(NC(=O)CN(C)C(=O)/C=C/c2cn(-c3ccccc3)nc2-c2cccs2)cc1	-2.3	7	-3	-4	-406	-3	1.1	-5
Next compounds follow.
SMILES	MPTP inh	NR3A LBD binder	ATG4B inhibitor	PfG6PD inh	SENP8 block	SENP1 FRET inh	hIAP act	SENP6 block
Cc1ccc(Cl)cc1N1CCN(C(=O)CN(C2CCCCC2)S(C)(=O)=O)CC1	0.9	1	-16	21	21	0	1.2	-8
COc1ccc(OC)c(/C=N/N(CCC#N)C2=NS(=O)(=O)c3ccccc32)c1	-0.1	1	3	-10	-73	-64	0.99	-3
Nn1c(SCC(=O)N2CCOCC2)nnc1-c1ccccc1Cl	-0.1	1	-3	6	11	1	0.97	4
COC(=O)[C@H](CCSC)NC(=O)N1CCN(Cc2ccccc2)CC1	-1.8	3	-5	-11	4	-1	0.82	3
COc1cc(Nc2ncnc(N)n2)cc(OC)c1OC	0.3	-2	5	-1	12	1	1.1	-21
Cc1ccccc1S(=O)(=O)c1c(C)cc(C)n(CC(C)C)c1=O	1.2	-2	-4	-13	29	-2	0.9	-5
O=C1CNC(=S)N1CCOc1ccccc1	1.5	-1	-1	4	1	2	1	-13
NC(=O)c1ccccc1N/C=C1\CCCCC1=O	-0.5	-1	-13	19	-304	-7	1.1	4
Cc1ccc(CSCCNC(=O)CCSc2ccccc2)cc1	-3.3	0	-2	-8	16	2	1.1	4
O=C(Cc1cccc2ccccc12)NCCc1ccccc1	3.0	0	-8	1	12	1	1.1	15
COc1ccc(C2CC(c3ccccc3)=NN2C(=O)CSc2ncccn2)cc1 (configuration not stated)	1.7	-1	-15	-8	9	0	0.9	-18
CCCC(=O)c1ccc(N2CCN(S(=O)(=O)c3ccccc3)CC2)c(F)c1	0.0	-1	-9	8	-9	-2	1.2	-4
CCOc1ccc(NC(=O)Nc2ccc3c(c2)nc(C)n3C)cc1	0.1	-5	-10	-8	16	0	1	8
CCCCN(C(=O)Cc1ccc(S(=O)(=O)N2CCOCC2)s1)c1ccccc1	0.8	1	-1	-1	3	0	0.96	-10
Cc1cc(C)nc(SCc2nnc(SCC(=O)Nc3nccs3)n2C)n1	-1.4	0	-9	-3	17	3	.	.
COCCN(C(=O)COC(=O)CSc1ccc(Cl)cc1)c1c(N)n(Cc2ccccc2)c(=O)[nH]c1=O	0.6	0	-14	0	5	3	1.1	1
CCN(CC)S(=O)(=O)c1ccc2[nH]c(=O)cc(C(=O)N(C)C3CCS(=O)(=O)C3)c2c1 (configuration not stated)	1.4	1	-4	7	-42	-1	1.1	-2
O=C(CSc1ccc2ccccc2c1)N1CCN(c2ccc(O)cc2)CC1	1.2	3	-14	38	20	1	1.1	3
CCOC(=O)c1c(C)[nH]c(C(=O)CC(=O)OC)c1C	1.2	-1	-21	-6	3	2	0.98	1
COc1ccc(-c2csc(Nc3ccccc3)[n+]2CC(O)c2ccc([N+](=O)[O-])cc2)cc1 (configuration not stated)	9.0	-2	-12	25	9	3	0.9	-7
CC(C)(C)C1CCC2(CC1)Nc1cccc3cccc(c13)N2	0.8	-2	6	13	-22	-4	0.93	25
CCC/C(O)=C1\C(=O)CCCC1=NC(C)C(=O)O (configuration not stated)	-0.8	-1	6	-9	11	1	1.3	-64
COc1ccc(N2C(=S)NC(C)(C)CC2(C)c2ccc(OC(C)=O)cc2OC(C)=O)cc1 (configuration not stated)	2.7	0	-6	4	11	0	0.99	-7
CCC(C)NS(=O)(=O)c1ccc(OCC(=O)NCc2ccco2)cc1 (configuration not stated)	-0.5	-1	-20	-2	10	0	1	-20
C=CCOC(=O)CCC(=O)Nc1cc(OC)nc(OC)n1	-1.8	0	4	-7	20	3	0.91	-1
C=CCSc1nc2sc3c(c2c(=O)[nH]1)CC(C)(CC)OC3 (configuration not stated)	-0.6	-1	9	-2	-74	0	0.99	-18
